# NPC1 promoter act = activators of NPC1 promoter; Huh7 NPC1 promoter luciferase reporter, 24 h; Potency, µM (top dose mostly 9.22 µM), without a hit: at the top dose activation, most hits filed as activators; 2.4% of 320,000 active; AID 485313;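 also: potency is read from the fitted curve at half-maximal effect; % of control where 0% means no effect; nearly all actives have a fitted effect of over 60% in size; reporter is driven by a mutant NPC1 promoter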
#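 Stable NPC1-promoter luciferase Huh7 line; cpd (DMSO) 24 h, 37 °C, 5% CO2; Amplite luciferase reagent 10 min RT; luminescence readout. qHTS format.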
# ELG1 DNA repair = ELG1-dependent DNA repair inhibition | HEK293T ELG1-luciferase reporter, luminescence, 16 h; DNA damage induced by 5-fluorouridine | Potency, µM (titrated, usually from 46.1 µM), without a hit: at the top dose activity change, negative = inhibition, hits mostly inhibitors | 2.3% of 330,000 active; also: potency is read from the fitted curve at half-maximal effect; % is scaled to controls: 0 for no effect and ±100 for the full control effect; nearly all actives have a fitted effect of over 55% in size
#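 In this reporter screen, reduction of luminescence relative to DMSO vehicle indicated activity. Compounds and 5-fluorouridine were added together to 2,000 cells per well, incubated for 16 hr at 37 °C, then developed with ONE-Glo.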
# KCNH2 3.1 block = inhibitors of human KCNH2 3.1 potassium channel isoform. U2OS KCNH2 3.1, thallium flux FluxOr; stronger effect = lower value. 0.95% of 340,000 active. activity change, % (tested at about 1.8 µM);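 active = maximum activity change below -70%; inconclusive = maximum activity change from -70% to -50%; inactive = maximum activity change above -50%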;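 also: thallium influx rate constant from kinetic fluorescence after stimulation buffer; % is scaled to controls: 0 for no effect and ±100 for the full control effect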
#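 Measured as rate of thallium-driven FluxOr signal in transduced U2OS cells carrying the 3.1 channel, read kinetically for 2 min upon stimulation; values are rate constants scaled to DMSO control wells.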
# Rab9 prom act = Rab9 promoter activation; 2.8% of 320,000 active; AID 485297; Huh7 Rab9 promoter-luciferase reporter, luminescence, 24 h; Potency, µM (titrated, usually from 9.22 µM), for inactives: top-dose activation, negative = inhibition, usual class: activators; also: potency is read from the fitted curve at half-maximal effect; % of control where 0% means no effect; nearly all actives have a fitted effect of over 60% in size
#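 Luciferase signal after 10 min detection reagent at ambient indicates Rab9 promoter upregulation; stably transfected Huh7 cells were treated 24 h with compound in DMSO at 37 °C, 5% CO2.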
# MBNL1-CUG inh = MBNL1-poly(CUG) RNA binding inhibition; Potency, µM (titrated, usually from 57.5 µM), inactives show at the top dose activity change, negative = inhibition, hits mostly inhibitors; Q9NR56; TR-FRET MBNL1-His/biotin-(CUG)12 binding, 665/545 ratio; 0.036% of 280,000 active; active = well fitted inhibition curve with a large enough effect in the signal ratio, with a control signal flat, not every such curve was filed as active; inconclusive = small, poorly fitted or top-dose-only effect, or effect the other way, or a change in a side signal; inactive = no such curve, though single readings can be large or run the other way; the % refers to the signal ratio; also: potency is read from the fitted curve at half-maximal effect; % is scaled to controls: 0 for no effect and ±100 for the full control effect
# Target sequence (Q9NR56 whole entry, looked up): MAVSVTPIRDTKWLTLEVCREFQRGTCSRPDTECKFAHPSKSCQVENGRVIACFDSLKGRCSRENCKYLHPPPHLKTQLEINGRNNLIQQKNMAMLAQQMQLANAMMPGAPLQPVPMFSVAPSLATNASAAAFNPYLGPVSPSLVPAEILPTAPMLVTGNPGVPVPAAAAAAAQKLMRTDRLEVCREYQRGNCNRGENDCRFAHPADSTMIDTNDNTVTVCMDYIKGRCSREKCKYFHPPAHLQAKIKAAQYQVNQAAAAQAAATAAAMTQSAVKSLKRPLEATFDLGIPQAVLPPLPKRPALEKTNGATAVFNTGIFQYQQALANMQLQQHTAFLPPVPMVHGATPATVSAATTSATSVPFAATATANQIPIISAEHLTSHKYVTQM
#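 Compounds (final 92 nM to 58 uM) are added to His-tagged MBNL1 and biotin-(CUG)12, then terbium anti-His antibody and streptavidin-XL665 (5 nM final). After 60 min at room temperature, the 665/545 nm ratio is read.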
# VP16 counter = inhibits Gal4-VP16 luciferase reporter, ROR gamma counter-screen. Drosophila S2 Gal4-VP16 UAS-luciferase, luminescence, 20 h. Potency, µM (titrated, usually from 53.6 µM), inactives show at the top dose activity, negative = inhibition, most hits filed as inhibitors. 3.5% of 310,000 active. AID 2546;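 also: Gal4-VP16 expression switched on by copper sulfate through the metallothionein promoter; potency is read from the fitted curve at half-maximal effect; % is scaled to controls: 0 for no effect and ±100 for the full control effect; nearly all actives have a fitted effect of over 50% in size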
# Menin-MLL TR inh = menin-MLL binding inhibition, Texas Red mutant peptide. O00255. Menin + Texas Red MLL mutant peptide, fluorescence polarization. Potency, µM (highest dose often 61.6 µM), inactives show at the highest dose FP activity change, negative = inhibition, hits mostly inhibitors. 0.23% of 270,000 active; active = well fitted inhibition curve with a large enough effect in the polarisation, with a control signal flat, not every such curve was filed as active; inconclusive = small, poorly fitted or top-dose-only effect, or effect the other way, or a change in a side signal; inactive = no such curve, though single readings can be large or run the other way; the % refers to the polarisation; also: potency is read from the fitted curve at half-maximal effect; % of control where 0% means no effect; many of its hits are not listed in these tables
# FLuc counter = firefly luciferase modulation, counter-screen for miR-21 project | purified FLuc, Km substrates, luminescence inhibition | Potency, µM (highest dose often 57.5 µM), without a hit: at the highest dose activity change, negative = inhibition, actives largely listed as inhibitors | 6.9% of 360,000 active;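 also: potency is read from the fitted curve at half-maximal effect; plate controls were vehicle for no effect and reference inhibitor for full effect; nearly all actives have a fitted effect of over 55% in size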
#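 Biochemical qHTS of compounds, final roughly 60 µM downward over six points, against 10 nM purified firefly luciferase using Km concentrations of substrates (10 uM D-luciferin, 10 uM ATP) in Tris acetate pH 7.5 buffer; luminescence output.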
# RORg inh = inhibitors of mouse ROR gamma transcriptional activity; AID 2551; Potency, µM (series often up to 53.6 µM), for the others: top-dose activity change, negative = inhibition, hits mostly inhibitors; Drosophila S2 Gal4-RORgamma UAS-luciferase reporter, 20 h; 5.4% of 310,000 active; also: potency is read from the fitted curve at half-maximal effect; % is scaled to controls: 0 for no effect and ±100 for the full control effect; nearly all actives have a fitted effect of over 60% in size
# Target sequence (P51450 whole entry, looked up, the tested form may be a part): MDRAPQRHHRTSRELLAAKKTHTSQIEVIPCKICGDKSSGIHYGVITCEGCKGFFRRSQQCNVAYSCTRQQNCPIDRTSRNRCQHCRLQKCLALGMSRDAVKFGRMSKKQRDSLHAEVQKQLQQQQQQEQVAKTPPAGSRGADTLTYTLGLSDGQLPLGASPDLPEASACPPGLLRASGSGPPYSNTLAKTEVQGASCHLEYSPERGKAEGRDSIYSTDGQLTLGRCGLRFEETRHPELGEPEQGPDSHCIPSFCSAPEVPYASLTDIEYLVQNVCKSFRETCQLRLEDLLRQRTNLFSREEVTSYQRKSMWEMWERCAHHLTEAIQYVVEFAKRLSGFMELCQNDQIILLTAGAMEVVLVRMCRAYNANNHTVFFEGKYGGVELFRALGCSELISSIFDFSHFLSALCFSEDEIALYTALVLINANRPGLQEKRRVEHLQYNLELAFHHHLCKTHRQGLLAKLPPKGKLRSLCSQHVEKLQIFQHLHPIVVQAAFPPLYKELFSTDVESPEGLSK
#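 Stable Schneider cell line, Gal4 DNA-binding domain fused to ROR gamma, UAS-luciferase. Cmpd 1 hr RT → CuSO4 700 uM final → 20 hr RT → luciferase reagent 10 min → luminescence.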
# Mito fusion yeast = blocks mitochondrial division or promotes mitochondrial fusion; S. cerevisiae fusion-defective mutant growth rescue, CellTiterGlo 48 h; Potency, µM (highest dose often 46.1 µM), inactives show at the highest dose growth rescue (activation), actives largely listed as activators; 0.23% of 320,000 active; AID 485298;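 also: potency is read from the fitted curve at half-maximal effect; % of control where 0% means no effect; nearly all actives have a fitted effect of over 45% in size; temperature-sensitive fusion mutants such as fzo1-1 at 37 °C on non-fermentable ethanol glycerol medium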
#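 S. cerevisiae fusion-defective temperature-sensitive mutants (e.g. fzo1-1, mgm1-5) grown 48 h at 37C in YPEG (ethanol/glycerol non-fermentable) medium with 23 nl compound per well; growth rescue read as CellTiterGlo luminescence.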
# PKM2 act = activators of human pyruvate kinase M2. purified PKM2, Kinase-Glo ATP luminescence, activation; response scale: 0% is enzyme alone, no compound. Potency, µM (doses to about 57.5 µM), inactives show at the highest dose activation, hits mostly activators. P14618. 0.34% of 260,000 active. AID 1631; also: potency is read from the fitted curve at half-maximal effect; % is scaled to controls: 0 for no effect and ±100 for the full control effect; nearly all actives have a fitted effect of over 55% in size
#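 ATP formation by purified human PK-M2, quantified via coupled luciferase luminescence after 1 h at room temperature with 0.1 mM ADP and 0.5 mM PEP final.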
# * marks the source's active call; other numbers are inactive results; u = inconclusive; x = not tested or not shown; [ ] = dose if it differs, or a comment. Unless noted, calls follow the shape of the dose curve; as a rule, active = well fitted curve in the direction sought with a large enough effect; inconclusive = small, poorly fitted or top-dose-only effect, or another doubt; inactive = no such curve, though single readings can be large; an effect the other way counts as inactive or inconclusive. Only part of the results is shown; the hit share may differ from the screen's.
SMILES,NPC1 promoter act,ELG1 DNA repair,KCNH2 3.1 block,Rab9 prom act,MBNL1-CUG inh,VP16 counter,Menin-MLL TR inh,FLuc counter,RORg inh,Mito fusion yeast,PKM2 act
C#CCOCCOCCOCCNc1nc(N2CCN(C(=O)[C@H](CCCCN)n3cc(CCC(=O)O)nn3)CC2)nc(N2CCN(C(=O)[C@H](CCCCN)n3cc(CC(C)O)nn3)CC2)n1 (stereo not given in full),0%,u,9,-5%,x,x,x,-2%,x,0%,x
Cc1ccccc1OCC1CN(CN2CCOCC2)C(=O)O1 (stereo not given),-9%,1%,-2,2%,-8%,0%,-2%,0%,4%,1%,0%
COc1ccc(-n2c(SCC(=O)Nc3ccc(Cl)cc3)nc(O)c(Cc3ccccc3)c2=O)cc1,8%,2%,0,-2%,2%,x,u,2%,x,4%,4%
O=C(CSc1nnc(-c2ccc(NS(=O)(=O)c3ccccc3)cc2)o1)NCC1CCCO1 (stereo not given),-3%,-16%,-25,-10%,-10%,-11%,7%,-2%,-7%[10 µM],-2%,u
O=C(COC(=O)c1cc(S(=O)(=O)N2CCOCC2)cs1)c1ccccc1,0%,5%,0,-5%,0%,x,16%,-11%,-1%[0.365 µM],1%,5%
O=C(O)COc1ccccc1/C=N/NC(=O)CSc1nc2ccccc2c(=O)n1-c1ccccc1,-1%,19%,-5,-2%,6%,-2%,x,u,-4%,-4%,1%
CCn1cc(Cl)c(C(=O)Nc2cc(C(=O)OC)cc(C(=O)OC)c2)n1,0%,u,12,5%,-4%,-17%,12%,1%,-6%,0%,5%
COC(=O)c1cn(C)c2ccc(S(=O)(=O)N3CCCCC3)cc2c1=O,-3%,-8%,2,-1%,0%,2%,-4%,-3%,8%,-2%,2%
COCC(C)n1c(C)cc(C(=O)CSc2nnc(N)s2)c1C (stereo not given),u,u,16,4µM*,-2%,u,-6%,8.5µM*,-9%,-1%,0%
CCCCc1nc(S(=O)(=O)c2ccc(Cl)cc2)c(N2CCOCC2)o1,1%,u,2,15%,-2%,-13%,5%,u,-9%,-5%,5%
Cc1nn(-c2ccccc2)c(C)c1NC(=O)COC(=O)c1cc([N+](=O)[O-])ccc1NCCO,-1%,u,-4,7%,u,1%,-3%,-1%,u,0%,1%
CCCOC(=O)CSC1=C(C#N)C(c2ccccc2Cl)CC(=O)N1 (stereo not given),0%,-5%,-10,-5%,13%,-6%,14%,3%,3%,5%,1%
CC(C)N1C2OC(C3OC4C(O3)N(C(C)C)S(=O)(=O)N4C(C)C)OC2N(C(C)C)S1(=O)=O (stereo not given),-1%,-5%,-1,-4%,1%,1%,0%,4%,-25%,-23%,-7%
Cc1ccsc1/C=N/NC(=O)c1cc(-c2ccncc2)nc2ccccc12,-17%,u,-5,-28%,-11%,8.9µM*,2%,-20%,1.8µM*,11%,-15%
O=C(Nc1nc2ccccc2s1)c1cc(-c2ccccc2)nn1-c1ccccc1,17%,u,-5,16%,x,u,-24%,u,10µM*,15%,-14%
CCN(CC)CCNC(=O)c1ccc(NC(=O)c2cc(-c3ccco3)nc3ccccc23)cc1,-1%,-4%,-12,3%,4%,-17%,x,0%,-28%,0%,8%
CN(C)C(=O)CN1C(=O)NC2(CCc3ccccc32)C1=O (stereo not given),-2%,9%,-15,1%,-3%,8%,x,3%,1%,1%,-8%
Cc1occc1C(=O)N/N=C/c1cccs1,u,u,-2,u,23%,-7%,14%,u,u,-3%,-43%
CN(C(=O)COc1ccccc1)c1nc(-c2ccc(F)cc2)cs1,-4%,9%,18,-1%,-5%,4%,u,-7%,-24%,-5%,1%
CC1CCCC(NC(=O)C2COc3ccccc3O2)C1C (stereo not given),1%,0%,-20,12%,x,x,x,4%,x,10%,x
CCC(=O)Nc1ccc(C(=O)CSc2nc3ccccc3[nH]2)cc1,4%,22%,5,8%,5%,u,u,-4%,28%,-6%,-3%
COc1ccccc1NC(=O)Cn1cnc2sc(C(=O)Nc3ccc(OC)c(OC)c3)c(C)c2c1=O,2%,-9%,-5,0%,3%,-22%,x,2%,u,-1%,x
O=C(COc1ccc(F)cc1Br)N1CCN(c2ncccn2)CC1,-4%,5%,11,-2%,-3%,-10%,-21%,0%,24%,-2%,1%
CSc1nc2c(c(=O)n1-c1ccc(C)cc1)SCC2,8%,20%,-1,1%,20%,2%,-24%,-18%,-1%,0%,-17%
Cc1ccc(N2C(=O)N(CC(=O)Nc3cc(Cl)ccc3C)C(=O)C2C)cc1 (stereo not given),1%,-3%,0,-1%,x,x,x,0%,x,-4%,x
SMILES,NPC1 promoter act,ELG1 DNA repair,KCNH2 3.1 block,Rab9 prom act,MBNL1-CUG inh,VP16 counter,Menin-MLL TR inh,FLuc counter,RORg inh,Mito fusion yeast,PKM2 act
COc1ccc(C2CC23N=C(c2ccccc2)OC3=O)cc1 (stereo not given),1%,8%,-14,0%,-12%,5%,-14%,1%,22%,5%,8%
C=CCSc1nc2c(cc1C#N)CCC2,-3%,u,2,-1%,1%,x,6%,-31%,22%[0.365 µM],-30%[inhibitor],-2%
Cc1cccc2cc(CN(Cc3nnnn3Cc3ccccc3)C3CCCC3)c(=O)[nH]c12,0%,21µM*,0,-2%,6%,4%[0.365 µM],u,9%,3%,14%,3%
CCCOC(=O)c1c(NC(=O)CCCn2nc([N+](=O)[O-])c(Cl)c2C)sc(C(=O)OC)c1C,-3%,u,-4,0%,-5%,1%,5%,2%,-2%,-1%,6%
CC(C)COCc1ccc(O)c2ncccc12,-30%[inhibitor],21µM*,-16,-38%[inhibitor],16%,1µM*,-21%,1%,0.71µM*,2%,-1%
COc1cc(OC)c(S(=O)(=O)Nc2ccc(C(=O)O)cc2)cc1S(=O)(=O)Nc1ccc(C(=O)O)cc1,1%,14%,15,6%,-1%,6%,-4%,-2%,38%,0%,-7%
O=C(c1ccc([N+](=O)[O-])cc1[N+](=O)[O-])N1CCCC1,-2%,3%,8,1%,u,16%,0%,3%,-33%,-9%,1%
CN(C)S(=O)(=O)c1ccc(Cl)c(C(=O)Nc2ccc(S(=O)(=O)N3CCOCC3)cc2)c1,0%,16µM*,-1,u,0%,-6%,23%,-1%,0%,-7%,-5%
CC(=O)Nc1ccc(S(=O)(=O)NCCC(=O)Nc2ccc(C)c(Cl)c2)cc1,0%,-8%,0,0%,-18%,-8%,20%,6%,17%,0%,-6%
COc1ccccc1NC(=O)CNC(=O)c1ccccc1,-1%,0%,35,2%,8%,0%,29%,3%,-2%,-3%,1%
CCSc1nnc(-c2ccc(OC)cc2)o1,2.8µM*,u,-5,2.8µM*,-8%,x,-25%,7.6µM*,3%[0.365 µM],-1%,-4%
Cc1sc2ncnc(SCC(=O)N(C(C)C)C(C)C)c2c1C,-7%,4%,-19,-14%,-3%,4%,25%,-2%,5%,8%,-6%
CC(=O)N(C)c1ccc(NS(=O)(=O)c2cc(Cl)ccc2Cl)cc1,-4%,-1%,-17,-12%,5%,16%,-8%,0%,-40%,0%,0%
COc1cc(/C=N/NC(=O)c2ccccn2)ccc1OC(=O)c1ccccc1Br,u,1%,x,u,16%,u,29%,4.8µM*,u,-9%,2%
CCn1c(COc2cccc(C)c2)nnc1SCC(=O)Nc1cccc(C(=O)OC)c1,-1%,12%,-17,-3%,2%,-2%,3%,-1%,9%[10 µM],3%,-1%
O=[N+]([O-])c1ccc(/C=C2\CCC(C3=CCCC3)=C2N2CCOCC2)cc1,u,u,5,25%,u,4µM*,0%,u,u,0%,7%
O=S(=O)([O-])CCC[N+]1(CC#Cc2ccccc2)CCCCC1,1%,-17%,22,-3%,-3%,0%,0%,-2%,2%,15%,1%
COC(=O)c1ccc(COc2ccc(C=O)cc2OC)o1,0%,u,10,16%,8%,6%,2%,u,-12%,3%,0%
CC(=O)c1ccc(Nc2ccc(-c3ccccc3F)nn2)cc1,0.71µM*,u,-9,0.5µM*,x,-8%,30%[activator],4.8µM*,41%,-5%,-10%
COc1ccccc1-c1cc(C(F)(F)F)nc(S(=O)(=O)CCCC(=O)NC(C)C)n1,-14%,u,-5,-2%,-4%,7.1µM*,5%,4%,4.5µM*,4%,1%

# Assay outcomes deposited in PubChem by National Center for Advancing Translational Sciences (NCATS).
